# ALOX12 inh – blocks human arachidonate 12S-lipoxygenase; purified 12hLO, xylenol orange hydroperoxide absorbance; AID 1671190; Potency, µM (highest dose often 108 µM), for inactives: at the highest dose activity change, negative = inhibition, usual class: inhibitors; 1.1% of 580,000 active; P18054; also: % is scaled to controls: 0 for no effect and ±100 for the full control effect
# Target sequence (P18054 whole entry, looked up): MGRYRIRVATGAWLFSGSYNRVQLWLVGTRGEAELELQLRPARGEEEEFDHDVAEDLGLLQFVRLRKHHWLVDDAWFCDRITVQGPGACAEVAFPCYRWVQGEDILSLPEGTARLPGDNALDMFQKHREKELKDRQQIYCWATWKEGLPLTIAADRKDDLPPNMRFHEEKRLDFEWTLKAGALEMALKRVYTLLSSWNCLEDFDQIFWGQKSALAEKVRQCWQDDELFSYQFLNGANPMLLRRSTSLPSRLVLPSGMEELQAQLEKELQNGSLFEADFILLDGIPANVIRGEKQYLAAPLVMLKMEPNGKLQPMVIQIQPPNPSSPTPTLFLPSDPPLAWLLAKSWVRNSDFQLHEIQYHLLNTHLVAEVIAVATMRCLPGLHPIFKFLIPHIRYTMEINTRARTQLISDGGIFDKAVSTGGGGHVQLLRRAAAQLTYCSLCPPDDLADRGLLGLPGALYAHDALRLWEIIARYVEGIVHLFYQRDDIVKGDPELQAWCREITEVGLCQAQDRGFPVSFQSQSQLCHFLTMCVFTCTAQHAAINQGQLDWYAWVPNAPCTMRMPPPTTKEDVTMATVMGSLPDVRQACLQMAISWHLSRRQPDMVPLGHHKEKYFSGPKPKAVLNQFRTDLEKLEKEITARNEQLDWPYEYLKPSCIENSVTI
#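 Purified human 12hLO (150 nM final) in 25 mM Hepes, 0.01% Triton X-100, pH 7.0 was preincubated 15 min at room temperature with compound. Then 40 uM arachidonic acid was added, 30 min. Hydroperoxide was read by Fe-XO absorbance ratio 573/405 nm.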
# Pin1 inh – human Pin1 inhibition | Pin1 FP peptide displacement, HiFluor488, 10 min | Potency, µM (doses to about 115 µM), for inactives: top-dose activity, negative = inhibition, most hits filed as inhibitors | 0.009% of 390,000 active; active = well fitted inhibition curve with a large enough effect in the polarisation, with a control signal flat, not every such curve was filed as active; inconclusive = small, poorly fitted or top-dose-only effect, or effect the other way, or a change in a side signal; inactive = no such curve, though single readings can be large or run the other way; the % refers to the polarisation; also: % is scaled to controls: 0 for no effect and ±100 for the full control effect
# Target sequence (Q13526 whole entry, looked up): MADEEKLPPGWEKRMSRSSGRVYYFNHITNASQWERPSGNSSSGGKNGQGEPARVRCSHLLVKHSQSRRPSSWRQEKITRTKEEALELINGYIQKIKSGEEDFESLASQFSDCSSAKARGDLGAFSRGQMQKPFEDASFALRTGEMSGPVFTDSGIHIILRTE
# PGK inhibitor – inhibitors of T. brucei phosphoglycerate kinase | P07378 | PGK/GAPDH coupled, Kinase-Glo luminescence, 60 min | Potency, µM (top dose mostly 57.5 µM), without a hit: top-dose activity change, negative = inhibition, most hits filed as inhibitors | 0.043% of 380,000 active | AID 602233; also: % is scaled to controls: 0 for no effect and ±100 for the full control effect; nearly all actives have a fitted effect of over 60% in size
#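 Luminescent ATP detection (Kinase-Glo Plus) follows a 60-minute room-temperature incubation, with wells lacking PGK as controls. Buffer: 100 mM TEA (pH 7.6), 5 mM MgCl2, 0.01% Tween-20. Coupling enzyme GAPDH (100 nM final) supplies unstable 1,3-BPG in-well.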
# JMJD2A Tudor – inhibitors of human JMJD2A Tudor domain; AlphaScreen JMJD2A-Tudor / H3K4me3 peptide binding; Potency, µM (titrated, usually from 114 µM), inactives show at the highest dose activity change, negative = inhibition, most hits filed as inhibitors; O75164; AID 504339; 4.4% of 390,000 active; also: % is scaled to controls: 0 for no effect and ±100 for the full control effect; nearly all actives have a fitted effect of over 50% in size
# ERG-DNA inh – ERG Ets/DNA interaction inhibition | fluorescence polarization, His-ERG Ets domain / labelled DNA | 0.028% of 370,000 active | P11308 | Potency, µM (doses to about 76.9 µM), inactives show top-dose FP activity, negative = inhibition, actives largely listed as inhibitors; active = well fitted inhibition curve with a large enough effect in the polarisation, with a control signal flat; inconclusive = small, poorly fitted or top-dose-only effect, or effect the other way, or a change in a side signal; inactive = no such curve, though single readings can be large or run the other way; the % refers to the polarisation;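 also: polarization taken with two DNA probes labelled with fluorescein and Texas red; % of control where 0% means no effect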
#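 His-tagged ERG Ets domain (1 uM in the protein solution; 300mM KCl, 50mM Tris-HCl, 1mM EDTA, 1mM DTT, pH 7.5) received compound, then a probe mix of 5 nM fluorescein-DNA and 100nM Texas-615-DNA. Fluorescence polarization was read for both dyes.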
# rTrxR1 inhibitor – inhibitors of rat thioredoxin reductase 1; O89049; recombinant rTrxR1, NADPH fluorescence consumption, selenite substrate; Potency, µM (titrated, usually from 114 µM), for the others: top-dose activity change, negative = inhibition, usual class: inhibitors; 1% of 390,000 active; AID 588453; also: % is scaled to controls: 0 for no effect and ±100 for the full control effect; nearly all actives have a fitted effect of over 65% in size
#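 Rat TrxR1 (90 nM in the dispensed reagent) was pre-reduced with 400 uM NADPH for 5 min at room temperature, then incubated with compound for 15 min. After 400 uM selenite was added, NADPH fluorescence (Ex 340/Em 450 nm) was followed for 8 min.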
# HP1b chromo inh – blocks HP1-beta chromodomain binding to methylated histone tails; P83916; AlphaScreen HP1-beta / biotin-H3K9me3 peptide binding; Potency, µM (top dose mostly 114 µM), without a hit: top-dose activity change, negative = inhibition, usual class: inhibitors; 0.56% of 390,000 active; AID 540317; also: nearly all actives have a fitted effect of over 70% in size; inactives centre near 23
#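 AlphaScreen: HP1-beta (50 nM) preformed 30 min with biotin-H3(1-18)K9me3 peptide (50 nM) in PBS pH 7.4, 0.01% Tween-20. Compound added for 30 min at RT, then streptavidin donor/nickel chelate acceptor beads (10 ug/mL) for 30 min.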
# RGS4 inhibitor – inhibitors of human regulator of G protein signaling 4; Transcreener GDP fluorescence polarization, RGS4-accelerated GTP hydrolysis; Potency, µM (series often up to 114 µM), for inactives: at the highest dose activity change, negative = inhibition, usual class: inhibitors; 0.039% of 390,000 active; AID 504845; also: % is scaled to controls: 0 for no effect and ±100 for the full control effect; nearly all actives have a fitted effect of over 75% in size; some results filed as inactive show a strong effect at the top dose
# Target sequence (P49798 whole entry, looked up): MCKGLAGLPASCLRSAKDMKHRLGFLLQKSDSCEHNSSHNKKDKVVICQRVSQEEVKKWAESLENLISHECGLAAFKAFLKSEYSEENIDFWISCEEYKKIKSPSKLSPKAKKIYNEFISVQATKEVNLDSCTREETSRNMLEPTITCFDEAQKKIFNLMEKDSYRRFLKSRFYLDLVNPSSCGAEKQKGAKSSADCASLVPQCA
#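 MLSMR compounds (23 nl, pin-transferred) preincubated 10 min at room temperature with a 500nM (2x) first reagent, then RGS4 at 900nM (2x) plus Transcreener GDP mix added; fluorescence polarization (620/688 nm) read before and after 90 min at 30 °C.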
# GLS inhibitor – blocks human kidney-isoform glutaminase activity; O94925; 0.21% of 410,000 active; AID 624170; GLS enzymatic activity, qHTS titration; Potency, µM (highest dose often 45.5 µM), for the others: top-dose activity change, negative = inhibition, hits mostly inhibitors; also: % is scaled to controls: 0 for no effect and ±100 for the full control effect
#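 hKGA; 45 mM KH2PO4 pH 8.2 + 0.02% Tween-20; cpd via pin tool; 1 mM Gln soln; GluOx/HRP/Amplex Red; RT 30 min; fluor. t0 & final.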
# Active calls of the source: *; i = inactive; ? = inconclusive; . = no result given; & = joins results of further samples; [ ] = another dose, or the depositor's remark. Unless noted, calls follow the shape of the dose curve; as a rule, active = well fitted curve in the direction sought with a large enough effect; inconclusive = small, poorly fitted or top-dose-only effect, or another doubt; inactive = no such curve, though single readings can be large; an effect the other way counts as inactive or inconclusive. Potency is read from the fitted curve at half-maximal effect. A portion of the library (hit frequency here may not be typical).
ALOX12 inh	Pin1 inh	PGK inhibitor	JMJD2A Tudor	ERG-DNA inh	rTrxR1 inhibitor	HP1b chromo inh	RGS4 inhibitor	GLS inhibitor	molecule
8%	-5%	4%	-14%	8%	-1%	15%	2%	9%	CC(C)CCn1c(=O)[nH]c2ccccc21
?	1%	4%	-15%	13%	-15%	18%	21%	2%	C[C@@H]1NC(=O)[C@H](CCC(N)=O)NC(=O)c2cc([N+](=O)[O-])cc(I)c2NCCC[C@@H](C(N)=O)NC1=O
-2%	2%	0%	-14%	2%	2%	9%	-17%	-3%	COc1cc(NC(=O)C2CCCN(S(=O)(=O)c3ccc4[nH]c(=O)ccc4c3)C2)cc(OC)c1 (stereo not given)
-15%	?	i	1%	9%	?	57%[activator]	-30%	-8%	CCOC(=O)c1ccc(-n2c(N)c(C(=O)OC)c3nc4ccccc4nc32)cc1
5%&-4%	4%&1%	-1%&-8%	?	4%&-1%	6%&3%	-15%&-13%	-24%&0%	-20%&12%	COc1ccc(C2c3c(-c4ccccc4O)n[nH]c3C(=O)N2Cc2ccco2)cc1 (stereo not given)
0%	-5%	-3%	1%	2%	26%[57.1 µM]	26%	19%	13%	CCCCn1nnnc1SCC(=O)NCc1ccccc1
3%	5%	2%	-10%	-1%	5%	17%	-5%	9%	Cc1cc(C)c2[nH]c(=O)c(CN(CC3CCCO3)C(=O)C3CCCO3)cc2c1 (stereo not given)
0%	-11%	-6%	-23%	1%	5%	15%	17%	15%	CC(=O)Nc1ccc(S(=O)(=O)Nc2ccn(Cc3ccccc3Cl)n2)cc1
-12%	28%	i	-17%	12%	-13%	13%	5%	-1%	COCC(Cc1ccccc1)NC(=O)Cn1cc(C)c(=O)[nH]c1=O (stereo not given)
-33%	0%	-4%	-15%	-2%	?	20%	4%	-7%	CC(C)NC(=O)c1cc(-c2ccco2)on1
46%[activator]	1%	-8%	-30%	-7%	-3%	?	?	-5%	CCC(C(=O)O/N=C(\N)c1ccccc1)c1ccccc1 (stereo not given)
12%	2%	-1%	-30%	13%	-3%	13%	-9%	10%	N=C1C(c2nc(-c3ccc(F)cc3)cs2)=C(O)CN1CCCN1CCOCC1
15%	?	4%	?	6%	-1%	36%	-43%	?	COc1cccc(/C=N/n2c(C3CCCCC3)n[nH]c2=S)c1OC
-21%	6%	-3%	28%	4%	20%	0%	10%	-2%	Brc1ccc(-c2noc(COc3ccc4ccccc4c3)n2)o1
7%	-2%	-11%	-22%	1%	22%[11.4 µM]	25%	-4%	10%	CCc1ccc(NC(=O)c2cc(-c3ccc(OC)cc3)on2)cc1
-1%	2%	-3%	-7%	-10%	3%	11%	15%	5%	COc1ccc(CCNC(=O)C(C(=O)c2ccc(F)cc2)n2ccccc2=O)cc1OC (stereo not given)
-1%	-1%	-4%	-26%	3%	16%	38%	-4%	-5%	Cc1ccc(NC(=O)CN(c2ccc3c(c2)OCO3)S(=O)(=O)c2c(C)n[nH]c2C)cc1
-1%	18%	i	-21%	4%	18%	10%	39%	2%	Cc1ccc(N(CCC#N)C(=O)COC(=O)C2CCN(S(=O)(=O)c3ccc4c(c3)OCCO4)CC2)cc1
-1%	2%	0%	1%	1%	19%[57.1 µM]	52%[activator]	-3%	?	Cc1ccc(C)c(N2C(=O)N(Cc3c(F)cccc3Cl)c3ccccc3S2(=O)=O)c1
0%	0%	7%	?	-1%	29%[57.1 µM]	?	4%	4%	O=C(c1ccc([N+](=O)[O-])cc1)N1CCN=C1SCc1ccccc1
-2%	-2%	0%	-31%	-11%	16%	-8%	-32%	-11%	COc1ccc(-c2csc(NCCn3c(C)nc4cc(C(F)(F)F)ccc43)n2)cc1
-9%	-17%	i	-30%	-4%	1%	16%	1%	18%	O=C(CCN1C(=O)C2CC=CCC2C1=O)Nc1cc(C(F)(F)F)ccc1N1CCCC1 (stereo not given)
0%	.	3%	3.2µM*	1%	2%[57.1 µM]	?	-23%[11.4 µM]	?	O=[N+]([O-])c1ccc(O)c(-c2nn[nH]n2)c1
.	-9%	8%	-13%	3%	8%[57.1 µM]	38%[activator]	6%	-3%	NCCCC[C@@H](C(=O)NCCCCCCCCCCC(=O)N1CCNCC1)n1cc(CCCC(=O)O)nn1
-1%	10%	1%	8%	1%	9%	58%[activator]	11%	0%	Cc1cc(C)cc(NC(=O)CNC(c2ccccc2)c2ccccc2)c1
-6%	3%	-4%	-10%	1%	22%[57.1 µM]	35%	-2%	-1%	COc1cccc(CC(=O)Nc2ccc3nc(C)sc3c2)c1
-1%	-12%	-1%	0%	13%	28%	34%	9%	-9%	COc1ccc(COC(=O)Nc2cn(C)nc2C(F)(F)F)cc1
18%	57%[activator]	-1%	37%[activator]	6%	6%[57.1 µM]	78%[activator]	0%	2%	CCc1ccc(NC(=O)CSc2nc3ccccc3nc2N2CCCCC2)cc1
-4%	-2%	2%	-5%	-4%	10%	14%	-2%	5%	O=C(CN(C(=O)c1ccc(Cl)cc1Cl)N1C(=O)C2C3C=CC(C3)C2C1=O)c1ccc(F)cc1 (stereo not given)
-24%	?	-9%	56µM*	13%	?	-35%	-27%	-7%	O=C(c1ccc(CS(=O)(=O)c2ccccc2)o1)N1CCN(c2ccccc2)CC1
12%	-2%	i	11%	-10%	12%	30%	1%	-13%	COc1ccccc1C(=O)NCCC(=O)N1CCCC(C)C1 (stereo not given)
-13%	-5%	0%	13%	-6%	18%	10%	3%	1%	Cc1ccc(C23CC4CC(CC(C(=O)OCC(=O)N(C)C)(C4)C2)C3)cc1
10%	-1%	-7%	-26%	-3%	-21%[57.1 µM]	?	-7%	-7%	COc1ccc(OC)c(C(=O)c2coc3cc(Br)c(O)c(Br)c23)c1
7%[57.4 µM]	1%	-2%	-23%	-2%	-1%	17%	-2%	3%	CCOC(=O)c1c(NC(=O)CN2CCCCC2)sc2c1CCCC2O (stereo not given)
?	-4%	-7%	-12%	2%	15%[57.1 µM]	11%	5%	-2%	O=C(Nc1ccc2c(c1)Cc1cc([N+](=O)[O-])ccc1-2)C(F)(F)F
0%	0%	-4%	-11%	-6%	2%	26%	8%	6%	Cn1c(=O)c2c(nc(Oc3ccccc3Br)n2C)n(C)c1=O
0%	0%	-6%	-26%	0%	5%[57.1 µM]	19%	-4%	3%	Fc1ccc(CN2CCc3nc(Nc4ccccc4)ncc3C2)cc1F
1%	4%	9%	-14%	-14%	-3%[57.1 µM]	19%	13%	3%	COc1ccc(CCNC(=O)CN2C(=O)NC(C)(c3ccc([N+](=O)[O-])cc3)C2=O)cc1 (stereo not given)
0%	-4%	1%	18%	7%	18%[57.1 µM]	92%[activator]	-18%	1%	COCn1c(COc2ccc3ccccc3c2)nc2ccccc21
-4%	-2%	2%	?	-2%	15%[57.1 µM]	-6%	3%	-14%	COc1ccccc1NC(C)C(=O)N/N=C/c1ccccc1OCc1cccc(Br)c1 (stereo not given)
-27%	?	-9%	7%	7%	32%[57.1 µM]	43%[activator]	-7%	-9%	CCOC(=O)c1ccccc1NC(=O)CSc1ncc2c(n1)-c1ccccc1N(CC)S2(=O)=O
?	-6%	-10%	-4%	-8%	3%[57.1 µM]	13%	-6%	5%	CCSc1cnn(-c2ccccc2)c(=O)c1Cl
?	-5%	-4%	-29%	10%	17%	49%[activator]	9%[56.9 µM]	-12%	COc1ccccc1CNc1ncnc2cc(OC)c(OC)cc12
1%	0%	-9%	-7%	3%	11%[57.1 µM]	20%	-17%	0%	Cn1c(=O)c2c(nc(NCc3cccnc3)n2Cc2cccc(C(F)(F)F)c2)n(C)c1=O
0%	-12%	-4%	-26%	2%	-22%[57.1 µM]	6%	5%	12%	Cc1ccc(CNC(=O)CCCNC(=O)c2ccc(Cl)cc2)n1C

# The closing three entries of the section before open the next one.
ALOX12 inh	Pin1 inh	PGK inhibitor	JMJD2A Tudor	ERG-DNA inh	rTrxR1 inhibitor	HP1b chromo inh	RGS4 inhibitor	GLS inhibitor	molecule
?	-5%	-4%	-29%	10%	17%	49%[activator]	9%[56.9 µM]	-12%	COc1ccccc1CNc1ncnc2cc(OC)c(OC)cc12
1%	0%	-9%	-7%	3%	11%[57.1 µM]	20%	-17%	0%	Cn1c(=O)c2c(nc(NCc3cccnc3)n2Cc2cccc(C(F)(F)F)c2)n(C)c1=O
0%	-12%	-4%	-26%	2%	-22%[57.1 µM]	6%	5%	12%	Cc1ccc(CNC(=O)CCCNC(=O)c2ccc(Cl)cc2)n1C
?	-2%	-7%	-14%[57.1 µM]	-1%	-15%	23%	-19%[11.4 µM]	1%	Cc1c(CCOC(=O)CC23CC4CC(CC(C4)C2)C3)sc[n+]1CC(=O)c1ccc(Br)cc1
?	-2%	8%	2%	1%	8%	36%	8%	-2%	O=C(CNC(=O)c1ccc(OC(F)F)cc1)NCC1CCCO1 (stereo not given)
-1%	-9%	10%	-11%	0%	-4%	66%[activator]	1%	4%	C[C@H](CO)N1C[C@H](C)[C@@H](CN(C)S(=O)(=O)c2cccs2)Oc2ccc(NC(=O)Cn3cnnn3)cc2C1=O
28µM*	5%	-4%	-34%	4%	6%	12%	-14%	7%	COc1ccc(CCNC(=S)NC(=O)c2ccc(Br)cc2)cc1OC
15%	5%	0%	-9%	2%	13%	14%	16%	-11%	Cc1cc2oc(=O)cc(Cn3ccnc3)c2cc1Cl
-3%	2%	-10%	-36%	9%	-12%	-22%	4%	-1%	CN(CC(=O)Nc1ccc(F)cc1)C(=O)c1ccc(-c2ccc(Cl)cc2)o1

# Screening data from PubChem BioAssay.
